Assay outcomes from PubChem.
PriA SSB inh: blocks PriA binding to SSB C-terminal tail; inhibition, % at 33 µM; 0.6% of 430,000 active; AlphaScreen SSBct-PriA binding, biotinylated peptide; in the data active = inhibition mostly above about 37%, no sharp cut-off; inactive = mostly below about 20%;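 note: plate controls were negative control peptide for no effect and reference peptide for full effect; strong numbers were not always called active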
Anthrax LF inh2: blocks Bacillus anthracis lethal factor protease; P15917; multiplex microsphere protease cleavage assay, LF; inhibition, % at 10 µM; 0.12% of 360,000 active; AID 588501; in the data active = inhibition above about 30%; inconclusive = no clear call, values can overlap the other calls; note: plate controls were buffer without enzyme for full effect and enzyme alone for no effect
Y pestis TopoI: Y. pestis Topo-I inhibition via cleavage products; AID 504884; 0.064% of 360,000 active; Y. pestis Topo-I cleavage product accumulation, plate reader; activity, % at 10 µM; in the data active = activity above about 50%, passing the limit was not always enough; inconclusive = no clear call, values can overlap the other calls; note: inactives centre near 2
PfHsp40 yeast: restores yeast growth despite PfHsp40 toxicity; AID 504582; S. cerevisiae expressing PfHsp40, growth rescue, ATP luminescence; 0.68% of 340,000 active; growth rescue, % at 12.5 µM; in the data active = growth rescue above about 28%, passing the limit was not always enough; inconclusive = no clear call, values can overlap the other calls;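 note: yeast W303a lacking pdr1 and pdr3 grown in galactose medium; growth measured after three days at 30 °C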
Vc quorum ag: inducers of Vibrio cholerae quorum light production without autoinducers. 0.16% of 350,000 active. V. cholerae BH1578 lux reporter, luminescence, 6 h. activation, % at 18.7 µM; in the data active = activation mostly above about 9.7%, no sharp cut-off; inconclusive = no clear call, values can overlap the other calls; inactive = mostly below about 3.7%; note: not every result past the cut was called active; inactives centre near 0; reference of the scale not given here
MazEF act: MazEF (E. coli) toxin RNase activation. FAM/BHQ RNA-DNA oligo cleavage fluorescence, 5 h. AID 504720. P0AE70. activation, % at 20 µM. 0.32% of 350,000 active; in the data active = activation above about 50%
Target sequence (P0AE70 whole entry, looked up): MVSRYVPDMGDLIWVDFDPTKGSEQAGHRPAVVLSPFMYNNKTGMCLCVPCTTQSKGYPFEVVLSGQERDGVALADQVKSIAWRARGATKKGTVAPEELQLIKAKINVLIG
TcdB GH inh: inhibitors of Clostridioides difficile toxin B glycohydrolase; TcdB glycohydrolase enzymatic assay, plate reader; 0.24% of 350,000 active; P18177; inhibition, % at 9.99 µM; AID 652162; in the data active = inhibition above about 10%
VHR inh abs: DUSP3 (human) phosphatase inhibition; P51452; inhibition, % at 13.3 µM; recombinant VHR phosphatase, pNPP absorbance; 0.52% of 290,000 active; AID 1654; in the data active = inhibition above about 50%; note: some compounds called inactive have numbers as strong as hits
Target sequence (P51452 whole entry, looked up): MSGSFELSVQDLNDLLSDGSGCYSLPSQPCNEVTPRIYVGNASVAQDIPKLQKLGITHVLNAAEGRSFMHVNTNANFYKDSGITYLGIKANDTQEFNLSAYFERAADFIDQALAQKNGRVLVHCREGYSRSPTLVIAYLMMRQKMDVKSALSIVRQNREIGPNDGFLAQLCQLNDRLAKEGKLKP
Rv3671c inh: inhibits the M. tuberculosis serine protease Rv3671c; P9WHR9; inhibition, % at 5.96 µM; 0.048% of 320,000 active; in the data active = inhibition above about 38%;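 note: extracellular domain of Rv3671c used as enzyme; 0% = enzyme with DMSO and 100% = no enzyme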
Target sequence (P9WHR9 whole entry, looked up, the tested form may be a part): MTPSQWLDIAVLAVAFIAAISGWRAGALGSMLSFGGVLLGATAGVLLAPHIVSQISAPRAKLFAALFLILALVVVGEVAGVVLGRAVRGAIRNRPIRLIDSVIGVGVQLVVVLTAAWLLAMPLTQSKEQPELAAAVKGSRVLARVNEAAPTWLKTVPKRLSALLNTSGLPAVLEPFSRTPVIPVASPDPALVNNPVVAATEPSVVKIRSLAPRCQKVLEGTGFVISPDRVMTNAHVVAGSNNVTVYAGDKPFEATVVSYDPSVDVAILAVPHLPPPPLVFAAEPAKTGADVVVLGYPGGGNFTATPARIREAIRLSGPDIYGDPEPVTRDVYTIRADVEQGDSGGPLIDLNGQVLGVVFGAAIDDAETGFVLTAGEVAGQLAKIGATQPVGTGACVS
3CLpro inhibitor: SARS-CoV 3CLpro protease inhibition; P0C6X7; recombinant SARS-CoV 3CLpro, quenched FRET peptide cleavage; inhibition, % at 6 µM; 0.14% of 290,000 active; in the data active = inhibition above about 12%
* hit, by the source's call; i = inactive; ? = inconclusive; . = no result given; & = joins results of further samples. Some of the compounds tested; count on the stated rates, not on these rows.

mol	3CLpro inhibitor	Vc quorum ag	TcdB GH inh	Rv3671c inh	MazEF act	VHR inh abs	Y pestis TopoI	Anthrax LF inh2	PfHsp40 yeast	PriA SSB inh
COc1ccc(C2NC(=O)NC(C)=C2C(C)=O)cc1 (stereo not drawn)	-1.4	.	.	-8.5	-0.3	9.4	2.4	-6.6	-0.4	-1.9
CC(=O)c1ccc(N2CCN(S(=O)(=O)c3c(C)[nH]c(=O)[nH]c3=O)CC2)cc1	-4.3	-0.4	1.5	5.5	3.7	12.5	-1.9	-0.1	-0.9	-28.8
CN(C)c1ccc(C(=O)NNC(=O)C23CC4CC(CC(C4)C2)C3)cc1	.	1.2	0.4	1.3	5.7	.	-6.1	-2.8	-0.9	-11.2
CCCCNC(=O)COC(=O)C1CCN(S(=O)(=O)c2ccc3c(c2)OCCO3)CC1	.	0.4	0.6	4.2	-2.6	.	9.4	.	-0.1	6.5
CC[C@@H](CO)C1CC2NC3CC4(c5ccccc5N(C)[C@@H]24)C(O)C31 (stereo partly drawn)	.	-0.4	1.0	-9.3	5.4	.	4.6	-3.6	-1.5	-1.4
Fc1ccc(NC(=S)NN2CCOCC2)cc1Cl	-0.4	0.0	2.0	-10.4	4.1	1.7	-2.4	-2.2	?	-8.7
Cc1ccnc(N(C(=O)c2cccs2)C(=O)c2cccs2)c1	-9.5	-2.9	.	-0.7	5.8	-5.0	11.1	4.4	-1.7	3.2
Cc1ccccc1C(=O)NCCNC(=O)c1cnccn1	2.2	0.6	0.7	-7.8	7.5	-8.1	-2.4	7.2	-0.7	5.5
NC(=O)Cn1cc(/C=N\NS(=O)(=O)c2ccc(F)cc2)c2ccccc21	0.5	-0.4	-0.2	-2.1	5.0	6.5	-6.2	-4.7	-0.2	.
COc1ccccc1NC(=O)Cn1nc(-c2ccncc2)nc1SCC(=O)NC1CCCC1	5.0	1.3	-3.4	-12.2	2.8	-0.1	-3.9	-6.7	-0.8	6.3
CCOC(=O)c1ccc(N2C(=O)CC(C)(CC)CC2=O)cc1	1.3	-0.8	1.1	-2.1	-0.8	4.8	-3.7	-9.4	0.3	9.9
O=C(c1ccco1)N1CCN(CC2CC3C=CC2C3)CC1 (stereo not drawn)	-5.6	-1.0	.	6.8	4.0	2.4	10.3	-0.5	0.3	-8.2
O=C(O)CCSc1nnc(COc2ccc([N+](=O)[O-])cc2)n1-c1ccccc1	1.3	-0.3	-0.1	0.1	2.9	16.5	-8.6	-3.5	-1.4	0.5
Cc1c(Br)c(=O)oc2cc(OCC(=O)N3C[C@H]4C[C@@H](C3)c3cccc(=O)n3C4)ccc12	-5.0	-0.4	0.3	5.1	1.2	8.4	4.3	-9.4	-0.2	.
CCCCNC(=O)C1CC(c2ccc(C(F)(F)F)cc2)=NO1 (stereo not drawn)	.	-0.3	2.2	-2.3	-0.9	30.1	3.7	4.6	-0.6	-4.4
CC1CCCN(S(=O)(=O)c2cc3c4c(c2)CCN4C(=O)CC3)C1 (stereo not drawn)	.	i	-1.4	1.9	-6.0	.	5.4	8.0	0.8	-13.4
CCc1ccc(S(=O)(=O)NC2CC(C)(C)NC(C)(C)C2)cc1	2.5	i	1.1	-4.3	2.4	20.5	4.9	2.7	-1.9	-3.9
CCNc1nc(NCC)nc(N/N=C/c2ccccc2)n1	1.4	0.7	-0.4	5.9	1.3	-10.1	6.9	-34.5	-0.1	.
Cc1cc(Oc2nc3c(C)cccn3c(=O)c2/C=C(\C#N)S(=O)(=O)c2ccccc2)ccc1Cl	1.2	i	.	7.3	-22.4	46.3	-0.1	2.4	-2.9	-22.6
Cc1c(-n2c(SCC(=O)N(C)C3CCS(=O)(=O)C3)nc3ccccc3c2=O)c(=O)n(-c2ccccc2)n1C (stereo not drawn)	-1.1	-0.1	-1.8	6.2	2.4	4.7	3.3	-0.3	-0.3	7.0
CC(=O)c1ccc(OCC(O)CN2CC(C)OC(C)C2)cc1 (stereo not drawn)	-4.5	23.5	.	-0.3	-10.9	-0.2	0.7	0.6	0.2	-2.1
CCCCCCCC(=O)N/N=C/c1ccc([N+](=O)[O-])o1	-2.6	i	-0.3	-4.2	3.2	43.3	-7.8	0.4	1.4	.
O=C(O)/C=C\C(=O)Nc1ccccc1C(=O)NCc1ccccc1	-3.0	i	.	-1.4	-2.8	17.9	-9.3	-2.1	-0.3	-3.3
COC(=O)c1ccc(NC(=S)NCCCn2ccnc2)cc1	-8.8	-0.6	0.1	8.2	6.0	18.2	-9.2	-1.4	12.1	-9.0

Another view of some results above:
Results follow in this order: 3CLpro inhibitor, Vc quorum ag, TcdB GH inh, Rv3671c inh, MazEF act, VHR inh abs, Y pestis TopoI, Anthrax LF inh2, PfHsp40 yeast, PriA SSB inh
> O=C(O)CCSc1nnc(COc2ccc([N+](=O)[O-])cc2)n1-c1ccccc1
    1.3, -0.3, -0.1, 0.1, 2.9, 16.5, -8.6, -3.5, -1.4, 0.5
> Cc1c(Br)c(=O)oc2cc(OCC(=O)N3C[C@H]4C[C@@H](C3)c3cccc(=O)n3C4)ccc12
    -5.0, -0.4, 0.3, 5.1, 1.2, 8.4, 4.3, -9.4, -0.2, .

(next part)
mol	3CLpro inhibitor	Vc quorum ag	TcdB GH inh	Rv3671c inh	MazEF act	VHR inh abs	Y pestis TopoI	Anthrax LF inh2	PfHsp40 yeast	PriA SSB inh
C[C@@H](NC(=O)c1ncn(C)c1C(=O)N[C@H](C)c1ccccc1)c1ccccc1	.	1.3	0.5	4.1	3.5	.	15.0	5.0	0.3	-10.5
Cc1ccc(S(=O)(=O)NCC(=O)OC(C(=O)c2ccccc2)c2ccccc2)cc1 (stereo not drawn)	1.5	.	.	-7.6	-9.0	2.7	6.0	3.6	0.4	-2.7
Cc1nnc(NCc2cccc(Cl)c2)c2ccccc12	2.2	-0.2	0.6	-2.8	10.7	16.3	-1.5	-5.9	8.2	0.6
CC(=O)Nc1sc2c(c1CN1CCCC1)CCCC2	-3.6	-0.4	1.7	-4.1	10.7	27.1	-3.8	-1.7	0.7	-5.9
O=C(NCC1CCCCC1)c1cc(-c2cc(F)ccc2OCC2CCCO2)n[nH]1 (stereo not drawn)	.	-0.4	1.3	.	.	.	29.8	-7.0	.	.
CC(=O)NCCC(=O)Nc1nc(C)c(Cc2ccc3c(c2)OCO3)s1	2.3	-0.3	.	-2.4	0.6	-6.7	4.7	1.1	-0.6	-0.9
CC(=O)c1ccc(NC(=O)C(C)OC(=O)c2ccc(NS(=O)(=O)c3ccc(F)c(F)c3)cc2)cc1 (stereo not drawn)	3.1	-0.2	.	-38.6	-1.5	-9.9	-6.2	-1.4	0.1	-4.8
CC1CCCCN1C(=O)c1ccc(CS(=O)(=O)Cc2ccccc2)cc1 (stereo not drawn)	-1.4	0.6	-0.4	-4.4	0.7	45.3	8.8	-4.7	-0.8	-6.3
O=C(NCc1ccc(F)cc1)C1CC(=O)N(C2CCCCCCC2)C1 (stereo not drawn)	3.2	i	1.8	0.0	-4.0	55.6*	-2.0	-3.5	0.4	-5.0
CC(Oc1ccccc1)C(=O)OCC(=O)Nc1sccc1C(N)=O (stereo not drawn)	.	-0.3	1.6	0.9	-5.2	.	-2.6	.	0.1	-7.7
CC12CCC(C(=O)Nc3cc(Cl)ccc3Cl)(C/C1=N\O)C2(C)C (stereo not drawn)	3.9	-0.3	.	2.9	4.2	12.8	0.0	-2.3	-0.4	.
CC12CCC(=O)C=C1C(O)CC1C2CCC2(C)C1CCC2(O)C(=O)CO (stereo not drawn)	.	.	1.2	.	6.7	.	-8.3	-3.5	-1.2	-11.5
Cc1csc(NC(=O)C2CCCC2)n1	3.2	-1.0	.	-1.6	-2.1	-1.8	0.2	-2.3	-0.4	-19.1
Brc1ccc2c(c1)-c1ccccc1C1=NCCN12	.	5.0	6.3	.	21.7	.	-4.5	1.9	.	.
O=C(O)/C=C/c1ccccc1Oc1ccc(Cl)cc1Cl	-2.5	-0.8	-1.0	-6.1	-10.5	9.3	-1.1	1.3	-1.2	-7.0
O=C(Cc1coc2ccc3ccccc3c12)NCc1cccs1	2.8	-0.3	.	-18.0	9.1	4.6	0.5	0.5	-1.0	6.0
C=CCN(c1ccc(C(=O)Nc2cccc(C)c2)cc1)S(C)(=O)=O	0.3	-1.0	0.7	-1.6	-17.8	16.5	3.5	-3.0	-0.5	-24.1
Nc1ccccc1Nc1cc(-c2ccccc2)[nH]n1	4.2	0.0	-1.5	.	-9.4	45.6	1.3	-19.7	0.2	8.6
Cc1ccc2nc(Nc3nc(CSc4nc5ccccc5s4)cc(=O)[nH]3)nc(C)c2c1	-0.6	-0.5	.	-11.6	-184.2	-3.8	16.4	-0.4	0.9	-1.2
CCCCNCc1cc(Br)c(OCC(=O)N2CCOCC2)c(OC)c1	3.1	-2.0	.	-5.1	-4.4	42.5	3.6	-8.1	-1.2	-12.4
CCN1CCN(Cc2c(O)ccc3c(C)cc(=O)oc23)CC1	-0.7	-0.3	0.7	3.5	2.6	-3.3	-1.7	1.6	-1.2	-4.4
CC(OC(=O)CN1C(=O)c2ccccc2C1=O)C(=O)NC1CCCCC1C (stereo not drawn)	.	-0.2	0.3	7.6	-6.9	.	5.0	4.4	1.0	-3.5
N=c1n(CCO)c2ccccc2n1Cc1ccc(Cl)cc1	-0.5	-0.5	.	0.3	4.6	7.2	3.4	-2.3	-0.7	3.0
COC(=O)c1ccc2c(=O)n(CC3CCCO3)c(SCC(=O)Nc3ccc(OC)cc3OC)nc2c1 (stereo not drawn)	0.6	-0.1	0.6	4.0	11.9	30.1	-1.4	-4.4	-0.9	-5.5
Cc1cc(F)cc(-c2cc(C(=O)NCc3ccco3)[nH]n2)c1	.	0.4	-0.2	.	.	.	6.1	-8.9	.	.
COC(=O)c1cccnc1-n1c(=O)c2cccnc2n(Cc2cccc(C(F)(F)F)c2)c1=O	1.4	-6.2	1.2	8.5	7.7	37.4	17.0	3.5	0.6	1.0
CCOc1ccccc1C1C2C(=O)N(c3ccccc3)C(=O)C2ON1c1ccccc1 (stereo not drawn)	0.2	-0.9	.	-4.7	-11.9	-5.4	6.0	2.0	-0.2	6.5
c1ccc(Cc2nnc3sc(-c4cccs4)nn23)cc1	-5.8	i	.	2.3	0.3	-9.6	0.1	3.4	-1.2	-14.4
CCOC(=O)c1cn(CC(=O)Nc2cccc(Cl)c2C)nn1	-4.8	-1.3	.	-5.3	-0.6	6.0	-6.5	-2.6	0.2	-5.0
CC12CCCC(C(C#N)C(N)=O)(C1)NC(=O)C2C#N (stereo not drawn)	.	2.2	3.9	.	8.1	.	8.8	-1.3	-1.3	-9.7
Cc1noc(C)c1S(=O)(=O)N(CC(=O)NC(C)c1ccccc1)c1ccc(C(C)C)cc1 (stereo not drawn)	-4.7	i	1.5	-15.9	-0.8	16.6	29.8	-2.9	0.0	-4.7
C[C@H](O)[C@@H]1C(=O)N2CCc3ccc(-c4cccc(F)c4)cc3[C@@H]2C[C@@H]1N(C)C(=O)Nc1ccccc1	.	6.9	1.1	.	-4.1	.	5.1	-0.2	0.2	5.8
COc1cccc(/C=N/n2cnc3cc(C)c(C)cc32)c1OC	0.0	i	0.6	-3.9	4.6	31.0	9.4	-13.5	1.2	i
O=C(C1=C[C@@H](c2ccc(C(F)(F)F)cc2)C[C@@H](OCc2ccc(CO)cc2)O1)N1CCOCC1	3.5	i	0.0&-0.3	2.9	-1.9	16.5	5.2	-0.7	-2.1	-1.6
Cc1ccc(S(=O)(=O)N2CCN(C(=O)c3cc(S(=O)(=O)N(C)C)ccc3N3CCCC3)CC2)c(C)c1	.	i	-2.6	.	3.1	.	24.5	9.1	0.3	7.1
CCc1nnc(NC(=O)C2CC(=O)N(Cc3ccco3)C2)s1 (stereo not drawn)	-2.9	-1.9	.	4.6	7.9	6.2	-5.1	0.0	1.2	-7.8
